p53 reactivator – restores transcriptional activity of mutant p53. H1299 p53-A138V BP100-luciferase reporter, luminescence, 24 h. Potency, µM (highest dose often 92.2 µM), for inactives: at the highest dose activity change, positive = activation, usual class: activators. actives 0.063% (n = 320,000). AID 504706; note: potency is the fitted concentration of half-maximal effect; % of control where 0% means no effect; nearly all actives have a fitted effect of over 45% in size
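p53-null H1299 cells stably carrying temperature-sensitive p53-A138V and a BP100-luciferase reporter were pinned with compounds (4-point, 1:5 series) and held 24 hrs at 37 deg C. Luminescence was read 10 min after detection reagent.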
uPA surface inh – inhibitors of cell surface uPA generation. cell surface uPA generation assay, qHTS. Potency, µM (highest dose often 38.3 µM), without a hit: at the highest dose activity change, negative = inhibition, usual class: inhibitors. actives 0.31% (n = 330,000). AID 540303; active = well fitted inhibition curve with a large enough effect; inconclusive = small, poorly fitted or top-dose-only effect; inactive = no such curve, though single readings can be large or run the other way; tested in mouse RAW 264.7 cells; note: potency is the fitted concentration of half-maximal effect; % is set by controls: 0 for no effect and ±100 for the full control effect; nearly all actives have a fitted effect of over 55% in size
TRPV1 agonist – human TRPV1 agonism | activation, % at 8.33 µM | TRPV1-expressing cells, Fluo-8 calcium influx, agonist mode | actives 0.19% (n = 320,000) | Q8NER1; in the data active = activation above about 80%; inconclusive = between about 30% and that limit; note: 0% is about no effect
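Cells expressing TRPV1 were dye-loaded with Fluo-8 and read kinetically: 10 s baseline, 3 min after compound (agonist portion), then 2 min after EC20 capsaicin (allosteric enhancer portion). Calcium-bound dye fluorescence at 480/520 nm.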
USP2a inh – inhibitors of human ubiquitin-specific protease USP2a | actives 0.01% (n = 330,000) | USP2 core, Ub-CHOP2 coupled fluorogenic reporter, 485/531 | O75604 | Potency, µM (titrated, usually from 38.3 µM), inactives show at the highest dose activity change, negative = inhibition, usual class: inhibitors;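 note: potency is the fitted concentration of half-maximal effect; plate controls were DMSO wells for no effect and full inhibition by NEM control for full effect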
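Cell-free coupled assay: 10nM USP2 core preincubated 30min RT with compound in Tris-HCl pH 8.0/CaCl2/CHAPS buffer, then 25nM Ub-CHOP2 and 25nM reporter substrate; fluorescence (Ex 485/Em 531) read after 60min RT, normalized to NEM inhibition, concentration-response curves fitted.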
B2AR arrestin – recruits beta-arrestin to the human beta2-adrenergic receptor; Potency, µM (doses to about 46.1 µM), without a hit: top-dose activation, actives largely listed as activators; AID 492947; actives 0.02% (n = 330,000); beta-arrestin recruitment to beta2AR, cell-based reporter; P07550;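 note: potency is the fitted concentration of half-maximal effect; 0% = DMSO controls and full agonism = EC100 isoproterenol or metaproterenol; nearly all actives have a fitted effect of over 65% in size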
Target sequence (P07550 whole entry, looked up): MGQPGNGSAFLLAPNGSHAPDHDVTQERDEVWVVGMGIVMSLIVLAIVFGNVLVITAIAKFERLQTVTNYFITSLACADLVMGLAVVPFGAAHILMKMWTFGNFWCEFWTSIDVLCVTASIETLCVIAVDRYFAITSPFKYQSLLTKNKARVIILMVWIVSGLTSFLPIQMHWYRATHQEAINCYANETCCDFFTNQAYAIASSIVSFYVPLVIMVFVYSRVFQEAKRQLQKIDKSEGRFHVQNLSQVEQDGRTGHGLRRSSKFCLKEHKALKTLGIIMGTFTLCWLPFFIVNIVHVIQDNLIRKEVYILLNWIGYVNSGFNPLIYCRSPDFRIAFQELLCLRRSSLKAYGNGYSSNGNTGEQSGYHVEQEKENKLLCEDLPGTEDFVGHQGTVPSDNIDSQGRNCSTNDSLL
S-ASM inh – inhibitors of human secretory acid sphingomyelinase | placental ASM, HMU-PC fluorogenic substrate, 60 min | AID 504937 | P17405 | Potency, µM (titrated, usually from 57.5 µM), for inactives: at the top dose activity change, negative = inhibition, usual class: inhibitors | actives 0.006% (n = 340,000); note: potency is the fitted concentration of half-maximal effect
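Fluorogenic HMU-PC substrate (9 uM final) is turned over by placental ASM in 60 min at 37 C after a 10 min compound preincubation. Reaction ended by alkaline stop (pH 10), with fluorescence read at 386/447 nm.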
Integrin act MD – integrin-mediated muscular dystrophy alleviation activation; alpha7betagal myoblasts, beta-gal FDG fluorescence, 48 h; Potency, µM (top dose mostly 38.3 µM), for inactives: top-dose activation, most hits filed as activators; actives 0.064% (n = 350,000); AID 624291;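 note: potency is the fitted concentration of half-maximal effect; 100% = response of the positive control SU9516; nearly all actives have a fitted effect of over 60% in size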
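Alpha7betagal+/- myoblasts (passage 13) were plated 16-24 hr, then exposed to compounds (1:260 dilution of DMSO stock) for 48 hours at 37C. After MPER lysis, β-galactosidase reporter activity was read as FDG fluorescence (ex 480/em 540) after 30 minutes.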
BRCA1 expr act – increases BRCA1 expression | MCF7-BRCA1-FFLuc reporter, luminescence, 48 h; response scale: scaled: vehicle 0%, 10 µM genistein 100% | Potency, µM (series often up to 46.1 µM), without a hit: at the highest dose activation, hits mostly activators | actives 1.1% (n = 380,000) | AID 624202; note: potency is the fitted concentration of half-maximal effect; nearly all actives have a fitted effect of over 80% in size; some results filed as inactive show a strong effect at the top dose
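MCF7 cells carrying a BRCA1-firefly luciferase reporter (2000 cells/well, phenol-red free MEM) were attached for 2 h at 37 °C, then given compounds for 48 h. Luminescence was read 15 min after luciferase reagent; activity normalized to genistein (10 microM) and DMSO.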
Eya2 inh – inhibitors of human Eya2 phosphatase activity; recombinant Eya2, OMFP fluorescence dephosphorylation (OMFP is methylfluorescein phosphate); actives 0.006% (n = 330,000); Potency, µM (titrated, usually from 76.9 µM), for inactives: at the top dose activity, negative = inhibition, usual class: inhibitors; O00167; note: potency is the fitted concentration of half-maximal effect; % is set by controls: 0 for no effect and ±100 for the full control effect
Target sequence (O00167 whole entry, looked up): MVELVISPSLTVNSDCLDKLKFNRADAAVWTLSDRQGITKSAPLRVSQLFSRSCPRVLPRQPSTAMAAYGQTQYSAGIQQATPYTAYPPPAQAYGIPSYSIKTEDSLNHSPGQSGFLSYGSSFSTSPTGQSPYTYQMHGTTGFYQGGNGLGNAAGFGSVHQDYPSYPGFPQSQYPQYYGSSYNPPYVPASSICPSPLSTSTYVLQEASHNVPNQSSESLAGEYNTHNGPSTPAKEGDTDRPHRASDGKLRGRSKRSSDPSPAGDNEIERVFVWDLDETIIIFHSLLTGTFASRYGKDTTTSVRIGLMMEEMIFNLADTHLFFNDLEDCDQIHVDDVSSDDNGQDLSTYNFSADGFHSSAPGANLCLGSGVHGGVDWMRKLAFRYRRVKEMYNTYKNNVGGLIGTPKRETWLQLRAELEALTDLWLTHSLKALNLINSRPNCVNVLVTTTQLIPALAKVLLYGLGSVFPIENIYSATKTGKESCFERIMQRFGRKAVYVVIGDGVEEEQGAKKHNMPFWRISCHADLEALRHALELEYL
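Eya2 protein (added as 0.2 uM solution) was preincubated with compound for 10 min at ambient temperature in 50 mM HEPES pH 7.5, 50 mM NaCl, 5 uM MgCl2, 0.05% BSA, 1 mM DTT. OMFP (added at 50 uM) then reacted 10 min; fluorescence read at 485/525 nm.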
PTAP TSG101 blk – blocks PTAP/TSG101 interaction to inhibit HIV-1 budding; Q99816; Fluorescence polarization, FITC-PTAP peptide / Tsg101 binding; Potency, µM (doses to about 115 µM), inactives show at the highest dose activity change, negative = inhibition, most hits filed as inhibitors; 340,000 tested, under 10 active; active = well fitted inhibition curve with a large enough effect in the main read-out, with a control signal flat, not every such curve was filed as active; inconclusive = small, poorly fitted or top-dose-only effect, or effect the other way, or a change in a side signal; inactive = no such curve, though single readings can be large or run the other way; note: potency is the fitted concentration of half-maximal effect; % of control where 0% means no effect
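Compounds were pin-transferred onto Tsg101 binding domain (10 uM final) in HEPES pH 7.5 buffer, then FITC-PTAP peptide was added at 50 nM final. After 20 min at RT, polarization reported peptide displacement across a qHTS concentration series.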
ELG1 genotoxic – genotoxicity induction in ELG1-luciferase HEK293T cells. HEK293T ELG1-luciferase reporter, luminescence, 16 h. Potency, µM (doses to about 46 µM), for inactives: at the top dose activity change, positive = activation, usual class: activators. actives 1.3% (n = 330,000). AID 504466; note: potency is the fitted concentration of half-maximal effect; % of control where 0% means no effect; nearly all actives have a fitted effect of over 60% in size
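After overnight (16 hr) compound treatment at 37 °C, ELG1-luciferase HEK293T cells were lysed with ONE-Glo; luminescence quantified 30 min later at room temperature.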
* hit, by the source's call; ? = inconclusive; nt = not tested or not shown; [ ] = dose if it differs, or a comment. Unless noted, calls come from the whole dose curve; as a rule, active = well fitted curve in the direction sought with a large enough effect; inconclusive = small, poorly fitted or top-dose-only effect, or another doubt; inactive = no such curve, though single readings can be large; an effect the other way counts as inactive or inconclusive.

SMILES	p53 reactivator	uPA surface inh	TRPV1 agonist	USP2a inh	B2AR arrestin	S-ASM inh	Integrin act MD	BRCA1 expr act	Eya2 inh	PTAP TSG101 blk	ELG1 genotoxic
C=CCC[C@H](Cc1ccc(F)cc1)C(=O)OC[C@@H](NC(=O)[C@H](CC=C)CC(=O)NCCO)C(C)(C)C	-1.5%	-4.8%	nt	4.6%	0.1%	6.1%	11.8%	-22.7%	-24.8%	-0.6%	-0.6%
Cc1ccc(C)c(NC(=O)CN(C)C(=O)c2ccc(-c3ccc(Cl)cc3)o2)c1	2.7%	-5.0%	-0.1	-2.1%	0.2%	-1.1%	-32.4%	1.3%	20.1%	-0.2%	-9.7%
CC(Sc1nnc(-c2ccco2)n1C)C(=O)Nc1ccc(N2CCOCC2)cc1 (configuration not stated)	4.9%	2.1%	1.2	-0.1%	0.4%	8.5%	0.8%	8.3%	14.4%	-0.8%	3.4%
NS(=O)(=O)c1ccc(NC(=O)Cc2c(F)cccc2Cl)cc1	8.8%	-0.3%	-1.7	0.7%	-0.5%	1.2%	?	0.8%	-0.1%	-5.7%	0.4%
O=c1c2ccccc2sn1-c1ccccc1	-19.6%	-6.5%	22.0	2.3%	-0.2%	2.4%	-70.9%[inhibitor]	16.2%	-4.6%	-5.3%	16.7%
Cn1c(NC(=O)COc2ccccc2)cc(=O)n(C)c1=O	4.5%	7.7%	1.8	1.1%	0.1%	0.4%	0.3%	-31.3%	9.5%	-1.9%	-3.3%
NC(=O)C1CCN(c2cc(N3CCOCC3)ccc2[N+](=O)[O-])CC1	2.6%	-1.1%	1.6	2.7%	-0.2%	-6.9%	6.9%	-25.7%	-27.5%	-0.3%	-2.3%
Cc1ccc(SC(C)c2nc(-c3ccncc3)no2)cc1 (configuration not stated)	?	2.4%	12.1	-0.2%	-0.8%	4.6%	-7.9%	-9.6%	-3.1%	-4.8%	22.7%
C/C(CC(=O)Nc1ccccc1)=N\NC(=O)COc1ccc(C)cc1Br	0.5%	21.7%	0.6	2.9%	0.3%	2.1%	0.0%	21.1%	2.5%	-0.5%	1.8%
N#CCC(=O)Nn1c(=S)[nH]c2ccccc2c1=O	-2.0%	-2.7%	0.9	-11.8%	0.3%	-1.9%	-22.5%	1.3%	?	9.2%	-8.1%
CCOc1ccc(Cl)cc1S(=O)(=O)N1CCC(C(=O)NCc2ccncc2)CC1	-3.0%	-1.7%	?	-1.8%	-0.5%	3.7%	5.8%	-20.2%	0.3%	-3.6%	7.2%
Cc1nc(/N=C\N(C)C)sc1C(=O)Nc1ccccc1	6.3%	nt	-8.1	-4.2%	-0.4%	2.2%	21.0%	9.2%	14.5%	-0.1%	?
CSc1ccc(C(=O)C2CCCN(C(=O)c3cccnc3SC)C2)cc1 (configuration not stated)	-0.8%	10.3%	2.1	-0.3%	-0.3%	-0.9%	-38.0%	1.8%	-2.5%	-9.4%	-4.5%
CC(C)C(=O)Nc1nnc(SCC(=O)NCC2CCCO2)s1 (configuration not stated)	-0.6%	1.3%	-6.3	4.9%	-0.4%	1.8%	10.2%	6.7%	4.7%	-8.7%	0.2%
COc1ccc(S(=O)(=O)N2CCC(C(=O)Nc3ccc(OC)c(OC)c3)CC2)cc1C	nt	-1.3%	nt	nt	nt	3.1%	9.6%	-12.4%	nt	-0.7%	nt
Cc1cc(C(=O)NCc2ccc(C(=O)O)o2)c(C)o1	2.5%	nt	-2.2	1.3%	-0.2%	0.5%	?	6.9%	-4.3%	-3.1%	-0.2%
CC(C)C[C@H](NC(=O)N1CC(=O)Nc2ccccc21)C(=O)N1CCC[C@H]1C(=O)O	8.8%	1.8%	-0.1	0.5%	0.5%	-4.2%	-11.2%	6.7%	6.4%	-3.0%	-3.0%
C[C@H](CO)N1C[C@H](C)[C@@H](CN(C)C(=O)Nc2ccc3c(c2)OCO3)Oc2ccc(NC(=O)CCC(F)(F)F)cc2C1=O	-4.7%	-1.7%	nt	3.4%	3.9%	9.2%	-9.1%	2.7%	-4.6%	1.4%	3.7%
COc1ccc(N2CCN(C(=O)C3CCCN(S(=O)(=O)c4c(C)noc4C)C3)CC2)cc1 (configuration not stated)	-5.4%	-2.3%	nt	3.0%	-0.9%	-4.1%	-13.9%	-0.7%	6.7%	0.0%	-0.9%
CC1CC(C)CN(C(=O)c2ccc(S(=O)(=O)N3CCCC3)cc2)C1 (configuration not stated)	-4.4%	-7.8%	2.2	-0.7%	-0.7%	2.0%	8.7%	-25.6%	-14.9%	-3.2%	3.0%
CCOC(=O)c1ccccc1NC(=O)CSc1ccc(-c2ccccn2)nn1	-12.9%	?	0.8	1.8%	0.3%	-4.6%	-6.8%	-68.2%	24.1%	-3.7%	20.6%
O=[N+]([O-])c1ccc2nc(-c3ccccc3)oc2c1	?	-25.5%	5.6	3.9%	-0.3%	-6.5%	18.9%	80.6%	2.7%	-2.4%	?
CC(=O)NCCC(=O)Nc1nc(-c2ccc3ccccc3c2)cs1	13.7%	1.1%	?	-2.1%	-0.2%	-4.2%	14.9%	-2.2%	-6.0%	0.9%	?
Cc1ccc(/C=C/C(=O)OC(C)C(=O)Nc2ncc(Cl)cc2Cl)o1 (configuration not stated)	11.6%	-1.8%	22.5	1.1%	2.2%	6.3%	-29.3%	-11.2%	5.8%	0.4%	-2.5%
Cc1c(N(C)C(=O)COc2ccc3ccccc3c2)c(=O)n(-c2ccccc2)n1C	-3.5%	0.1%	6.7	0.9%	0.1%	-1.6%	21.5%	2.2%	-6.6%	-4.3%	1.1%
CCOC(=O)c1c(C)n(CC(O)c2ccccc2)c2ccc(O)cc12 (configuration not stated)	-3.1%	4.7%	-3.7	-6.7%	0.0%	-2.9%	15.9%	-38.9%	-0.8%	-3.8%	-3.8%
COC(=O)C1=C[C@@H](C(=O)OC)[C@@H]2C3=C(C(=O)[C@@]2(C)NC(=O)c2ccccc2)[C@H](c2ccccc2)n2c(=O)n(-c4ccccc4)c(=O)n2[C@@H]3C1	nt	7.2%	nt	nt	nt	13.8%	15.8%	-0.6%	nt	-0.9%	nt
CCOC(=O)N1CCN(C(=O)COC(=O)Cc2ccc(Cl)cc2)CC1	-3.6%	-2.5%	1.2	-1.2%	0.1%	2.7%	5.2%	-3.4%	-6.9%	-2.3%	-2.0%
CCOc1ccc(CCNC(=O)c2ccc(CS(=O)Cc3ccc(Cl)cc3)o2)cc1 (configuration not stated)	-0.7%	3.6%	12.8	2.7%	0.2%	-1.8%	28.1%	12.3%	-2.6%	-2.2%	-5.8%
c1ccc(C(c2ccccc2)c2nc(-c3cccnc3)no2)cc1	-13.3%	2.1%	19.6	1.9%	-0.3%	-12.7%	8.3%	-0.1%	11.0%	-0.7%	1.6%
Cc1cccc(N2CCN(Cc3ccc(Br)o3)CC2)c1C	nt	37.9%[activator]	12.3	-2.7%	0.3%	1.2%	-15.8%	9.1%	?	-0.5%	-7.1%
Cc1ccc(NC(=S)NCCSc2ccc(Cl)cc2)c(C)c1	-0.2%	-0.5%	-4.7	-9.4%	-0.5%	-3.2%	5.2%	-35.0%	-7.9%	-0.3%	-7.1%
COc1ccc(CSc2nnc(-c3ccncc3)n2N)cc1	13.2%	-2.2%	-0.8	-1.8%	-1.1%	5.1%	8.0%	3.5%	11.1%	0.1%	0.2%
CCc1c(C)c(C#N)c2nc3ccccc3n2c1NCc1ccccn1	-3.7%	5.8%	1.3	1.4%	0.3%	190.4%[activator]	-34.4%	-21.7%	5.2%	-3.5%	-4.7%
COc1ccc(OC)c(NC(=O)COC(=O)COc2c(Cl)cc(Cl)c3ccc(C)nc23)c1	nt	1.7%	nt	nt	nt	-4.1%	30.2%	6.7%	nt	0.6%	nt
COc1c(Cl)ccc(Cl)c1C(=O)NCc1ccco1	-7.8%	-9.6%	-5.9	1.2%	0.0%	-1.6%	32.1%	-2.0%	-10.1%	-3.4%	1.2%
CC(/C=N/NC(=O)CCn1nnc2ccccc21)=C\c1ccccc1	?	6.8%	-4.4	3.2%	-0.5%	1.8%	1.8%	21.0%	-1.2%	-1.3%	-8.8%
O=C(c1ccc(Cl)cc1)c1cccc(O)c1	nt	4.8%	nt	nt	nt	-4.8%	32.1%	32.5%	nt	1.1%	nt

Assay outcomes (PubChem BioAssay)

Rows were taken by chance (roughly 2.6% active in at least one column).
